High-throughput results: PubChem, Sanford-Burnham Center for Chemical Genomics
Mdm2 MdmX PPI: inhibitors of human Mdm2-MdmX association, primary screen, cell-based, luminescence, split luciferase, SaOS-2, uHTS. Protein Mdm4 (Homo sapiens) + E3 ubiquitin-protein ligase Mdm2 (Homo sapiens), …. SaOS-2 split-luciferase Mdm2/MdmX complementation. inhibition, % at 8 µM. actives 3% (n = 330,000). AID 485346, 2010;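 active = inhibition of at least 50% at 8 µM in the primary screen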
Target sequence (O15151 whole entry, looked up): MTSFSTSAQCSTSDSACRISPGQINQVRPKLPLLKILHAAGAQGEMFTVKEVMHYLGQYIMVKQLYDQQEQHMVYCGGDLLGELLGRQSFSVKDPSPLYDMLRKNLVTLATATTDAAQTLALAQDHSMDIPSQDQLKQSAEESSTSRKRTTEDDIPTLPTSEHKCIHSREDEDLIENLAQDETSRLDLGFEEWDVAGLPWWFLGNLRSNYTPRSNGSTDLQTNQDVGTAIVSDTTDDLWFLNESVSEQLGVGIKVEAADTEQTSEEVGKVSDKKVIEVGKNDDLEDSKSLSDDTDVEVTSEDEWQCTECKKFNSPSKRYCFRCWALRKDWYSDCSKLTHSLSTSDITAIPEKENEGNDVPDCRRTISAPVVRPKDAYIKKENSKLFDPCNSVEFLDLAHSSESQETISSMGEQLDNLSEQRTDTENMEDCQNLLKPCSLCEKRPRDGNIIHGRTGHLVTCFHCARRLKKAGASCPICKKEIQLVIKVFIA
Target sequence (Q00987 whole entry, looked up): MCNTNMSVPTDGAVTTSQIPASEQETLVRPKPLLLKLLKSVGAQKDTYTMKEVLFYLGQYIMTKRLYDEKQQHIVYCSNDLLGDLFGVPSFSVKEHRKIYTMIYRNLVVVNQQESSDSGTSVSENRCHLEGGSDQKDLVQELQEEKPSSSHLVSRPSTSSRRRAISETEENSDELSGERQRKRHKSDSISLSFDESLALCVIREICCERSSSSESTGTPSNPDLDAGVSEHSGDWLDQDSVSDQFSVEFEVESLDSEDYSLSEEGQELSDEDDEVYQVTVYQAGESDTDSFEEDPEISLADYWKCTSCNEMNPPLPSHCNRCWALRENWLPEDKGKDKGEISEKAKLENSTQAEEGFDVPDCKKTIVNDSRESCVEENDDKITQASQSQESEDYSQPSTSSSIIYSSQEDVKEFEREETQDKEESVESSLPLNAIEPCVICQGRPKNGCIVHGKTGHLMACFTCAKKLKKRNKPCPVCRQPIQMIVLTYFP
APJ agonist: agonists of human apelin receptor APJ, primary screen, CHO-K1 cells, PathHunter beta-arrestin, luminescence; P35414; 0% DMSO wells, 100% apelin; activation, % at 20 µM; actives 0.11% (n = 330,000);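 active = activation more than six SD over the plate average, tested at 20 µM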;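 note: 0% = DMSO alone and 100% = apelin-13 at 10 nM; some results filed as inactive read as strong as hits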
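Material: CHO-K1 APJ beta-arrestin complementation cell line; Input: cell density 1000 per well; Incubation: compound stimulation 90 min at 25 °C, detection 60 min; Signal: luminescence from split beta-galactosidase complementation, Galacton Star/Emerald II substrate; Controls: DMSO-only wells as negative, 10 nM Apelin-13 as positive control.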
tim23-1 inh: growth inhibitors of tim23-1 mutant yeast, primary screen, luminescence, uHTS; S. cerevisiae tim23-1 growth, BacTiter-Glo luminescence, 24 h; inhibition, % at 20 µM; actives 1.3% (n = 330,000); AID 463212, 2010;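 active = growth inhibition of the mutant yeast at or above 50%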;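 note: temperature-sensitive mutant grown at 25 °C; plate controls were DMSO-treated mutant yeast for no effect and medium wells lacking yeast for full effect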
CHOP UPR activ: activators of apoptotic CHOP UPR arm, primary screen, cell-based, CHO-CHOP luciferase reporter, luminescence, uHTS. actives 0.34% (n = 330,000). AID 449763, 2010. activation, % at 10 µM. UPR activation; percent of tunicamycin response over DMSO baseline;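 active = at 10 µM dose, activation of 40% or more, normalized to positive control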;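 note: 100% = tunicamycin at 10 µg/mL and 0% = DMSO alone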
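Assay system: CHO-CHOP cells, stable luciferase reporter of PERK-eIF2a-CHOP signalling / Buffer or medium: F12 plus 10% serum / Compound dosing: one dose, 10 µM in 0.5% DMSO / Times: 6 h compound treatment, 37 °C / Technique: luciferase luminescence / Read-out: % reporter activation, DMSO baseline versus tunicamycin full activation / Benchmarks: tunicamycin and DMSO controls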
GRIN3A LBD mod: binders of NR3A ligand-binding domain, primary screen, biophysical, differential scanning fluorimetry, uHTS; Glutamate receptor ionotropic, NMDA 3A (GRIN3A) ligand-binding domain; NR3A LBD differential scanning fluorimetry, Tm shift; 0% = protein alone, 100% = glycine-bound protein; Tm shift relative to glycine control, % at 25 µM; actives 2.5% (n = 340,000); AID 1259313, 2017;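 active = melting temperature shift of at least 10% of the positive control shift, at one fixed dose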
XBP1 UPR activ: activators of adaptive XBP1 UPR arm, primary screen, cell-based, CHO-XBP1 luciferase reporter, luminescence, uHTS. IRE1-XBP1 UPR activation; percent of tunicamycin response, DMSO as zero. activation, % at 20 µM. actives 0.33% (n = 330,000). AID 463104, 2010;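 active = versus positive control, 20 µM dose yields 30% or more activation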;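 note: 100% = tunicamycin at 10 µg/mL and 0% = DMSO only wells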
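Test system: CHO-XBP1 luciferase reporter cells | Buffer or medium: Serum-containing F12 medium, 10% FBS | Schedule: 6 h compound exposure at 37 °C, 5% CO2 | Detection: Steady-Glo luciferase glow luminescence, 10 min after reagent addition | Read-out basis: Activation, % of tunicamycin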
NLRP3 yeast inh: NALP3 inflammasome inhibitors in reconstituted yeast, primary screen, luminescence, uHTS; Yeast reconstituted NLRP3/ASC/caspase-1, beta-gal luminescence, 24 h; inhibition, % at 10 µM; actives 0.39% (n = 330,000); AID 2825, 2010;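 active = inhibition of 50% or more; inactive = inhibition below 50%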;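 note: plate controls were induced DMSO wells for no effect and uninduced yeast grown without galactose for full effect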
tim10-1 inh: growth inhibitors of tim10-1 mutant yeast, primary screen, luminescence, uHTS; S. cerevisiae tim10-1 ts strain growth, BacTiter-Glo, 24 h; inhibition, % at 20 µM; actives 2.2% (n = 330,000); AID 463190, 2010;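 active = inhibition of at least 40%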;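 note: mutant grown at 25 °C; 0% = DMSO wells with yeast and 100% = wells holding no yeast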
TIM10 inh: growth inhibitors of isogenic TIM10 control yeast, primary screen, counter-screen for tim10-1 yeast inhibitor project, luminescence, uHTS | inhibition, % at 10 µM | actives 1.4% (n = 330,000) | AID 463195, 2010 | S. cerevisiae TIM10 strain growth, BacTiter-Glo luminescence, 24 h;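 active = inhibition of 40% or more at the single tested concentration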;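 note: wild-type TIM10 isogenic control strain grown at permissive 25 °C; 0% = DMSO yeast wells and 100% = minimal medium wells without yeast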
An asterisk follows results filed as active.

COc1ccc(C)cc1S(=O)(=O)NCC(c1ccco1)N1CCc2ccccc2C1 (stereo not drawn) was read as Mdm2 MdmX PPI 9, APJ agonist 6, tim23-1 inh 26, CHOP UPR activ 0.8, GRIN3A LBD mod -2, XBP1 UPR activ -3, NLRP3 yeast inh 14, tim10-1 inh 16 and TIM10 inh 19.
`O=C(Nc1ncccc1O)c1ccc2c(c1)OCCO2` gave Mdm2 MdmX PPI 6, APJ agonist -5, tim23-1 inh -12, CHOP UPR activ 0.6, GRIN3A LBD mod 0, XBP1 UPR activ 2, NLRP3 yeast inh 11, tim10-1 inh -19 and TIM10 inh -2.
For CC(C)c1ccc(S(=O)(=O)NCc2ccc3c(c2)OCO3)cc1 the results were Mdm2 MdmX PPI 16, APJ agonist -1, tim23-1 inh 31, CHOP UPR activ 1.6, GRIN3A LBD mod 2, XBP1 UPR activ 3, NLRP3 yeast inh 14, tim10-1 inh 22 and TIM10 inh -10.
`Cc1n[nH]c(C)c1S(=O)(=O)N1CCC(C(=O)O)CC1` gave Mdm2 MdmX PPI -22, APJ agonist 1, tim23-1 inh 13, CHOP UPR activ 0.5, GRIN3A LBD mod -1, XBP1 UPR activ -1, NLRP3 yeast inh 3, tim10-1 inh 5 and TIM10 inh 9.
For COC(=O)C1=C(C)NC(C)=C(C(=O)OCC2CCCO2)C1c1ccc(Cl)c([N+](=O)[O-])c1 (stereo not drawn) the results were Mdm2 MdmX PPI 29, APJ agonist 0, tim23-1 inh 24, CHOP UPR activ -3.0, XBP1 UPR activ -3, NLRP3 yeast inh -1, tim10-1 inh 23 and TIM10 inh 6.
`Cc1cc(C(=O)NCc2ccccc2Cl)n(-c2ccccc2)n1` gave Mdm2 MdmX PPI -18, APJ agonist -4, tim23-1 inh 2, CHOP UPR activ -1.9, GRIN3A LBD mod 0, XBP1 UPR activ 1, NLRP3 yeast inh 6, tim10-1 inh 6 and TIM10 inh 5.
`O=c1[nH]cc(S(=O)(=O)Nc2ccc3c(c2)OCO3)c(=O)[nH]1` gave Mdm2 MdmX PPI 25, APJ agonist 3, tim23-1 inh 4, CHOP UPR activ 2.9, GRIN3A LBD mod -2, XBP1 UPR activ -2, NLRP3 yeast inh 14, tim10-1 inh -16 and TIM10 inh -9.
Screening CCOc1ccccc1Oc1c(C)oc2cc(OC(=O)c3ccco3)ccc2c1=O returned Mdm2 MdmX PPI 23, APJ agonist 2, tim23-1 inh 6, CHOP UPR activ -1.9, GRIN3A LBD mod 0, XBP1 UPR activ -4, NLRP3 yeast inh 9, tim10-1 inh 11 and TIM10 inh 4.
`CCCn1c(SCC(=O)Nc2nc(C)c(C(=O)OC)s2)nnc1C(C)C` gave Mdm2 MdmX PPI 11, APJ agonist 4, tim23-1 inh 12, CHOP UPR activ -0.5, GRIN3A LBD mod 2, XBP1 UPR activ -2, NLRP3 yeast inh 2, tim10-1 inh 14 and TIM10 inh 13.
Screening COc1ccc(CNC(=O)[C@]2(C)CCC[C@@]3(C)C4CC[C@@]5(C)C[C@]4(CCC32)CC5=O)cc1 (stereo partly drawn) returned Mdm2 MdmX PPI 15, APJ agonist 1, tim23-1 inh 13, CHOP UPR activ -2.1, GRIN3A LBD mod -3, XBP1 UPR activ -5, NLRP3 yeast inh 51*, tim10-1 inh -14 and TIM10 inh -53.

Brought forward from above: 2 entries, followed by the next part.
`CCCn1c(SCC(=O)Nc2nc(C)c(C(=O)OC)s2)nnc1C(C)C` gave Mdm2 MdmX PPI 11, APJ agonist 4, tim23-1 inh 12, CHOP UPR activ -0.5, GRIN3A LBD mod 2, XBP1 UPR activ -2, NLRP3 yeast inh 2, tim10-1 inh 14 and TIM10 inh 13.
Screening COc1ccc(CNC(=O)[C@]2(C)CCC[C@@]3(C)C4CC[C@@]5(C)C[C@]4(CCC32)CC5=O)cc1 (stereo partly drawn) returned Mdm2 MdmX PPI 15, APJ agonist 1, tim23-1 inh 13, CHOP UPR activ -2.1, GRIN3A LBD mod -3, XBP1 UPR activ -5, NLRP3 yeast inh 51*, tim10-1 inh -14 and TIM10 inh -53.
Screening Cc1ccc(F)cc1NC(=O)N1CCNC(=O)C1CC(=O)Nc1cc(Cl)ccc1Cl (stereo not drawn) returned Mdm2 MdmX PPI 29, APJ agonist 5, tim23-1 inh -1, CHOP UPR activ 2.3, GRIN3A LBD mod -11, XBP1 UPR activ -2, NLRP3 yeast inh 8, tim10-1 inh 3 and TIM10 inh 9.
`Cc1ccc(-c2nnn(CC(=O)N(c3ccccc3F)C(C(=O)NC3CCCC3)c3ccco3)n2)o1` (stereo not drawn) gave Mdm2 MdmX PPI 0, APJ agonist -4, tim23-1 inh 9, CHOP UPR activ -0.8, GRIN3A LBD mod 0, XBP1 UPR activ -1, NLRP3 yeast inh 9, tim10-1 inh 17 and TIM10 inh 17.
`CC(=O)Nc1cc(C)c(S(C)(=O)=O)c(C)c1` gave Mdm2 MdmX PPI -42, APJ agonist -4, tim23-1 inh -5, CHOP UPR activ 0.9, GRIN3A LBD mod 1, XBP1 UPR activ -2, NLRP3 yeast inh -4, tim10-1 inh 2 and TIM10 inh 2.
Screening CCn1cnc2cc(NCc3ccc(C)cc3)ccc21 returned Mdm2 MdmX PPI -76, APJ agonist -1, tim23-1 inh 6, CHOP UPR activ 4.1, GRIN3A LBD mod -4, XBP1 UPR activ 3, NLRP3 yeast inh -13, tim10-1 inh -18 and TIM10 inh 4.
For COc1ccc(Cc2nnc(SCC(=O)NCCc3ccccc3)o2)cc1 the results were Mdm2 MdmX PPI -13, APJ agonist -4, tim23-1 inh -2, CHOP UPR activ -1.3, GRIN3A LBD mod 0, XBP1 UPR activ -2, NLRP3 yeast inh -10, tim10-1 inh 1 and TIM10 inh 9.
`CN(C)S(=O)(=O)c1ccc(S(=O)(=O)NC2CCOC(C)(C)C2)cc1` (stereo not drawn) gave Mdm2 MdmX PPI 12, APJ agonist 0, tim23-1 inh 1, CHOP UPR activ -1.4, GRIN3A LBD mod 3, XBP1 UPR activ -2, NLRP3 yeast inh 4, tim10-1 inh -8 and TIM10 inh -5.
For O=C(CN(CCO)c1ccccc1)Nc1ccc(Cl)c(S(=O)(=O)N2CCOCC2)c1 the results were Mdm2 MdmX PPI 25, APJ agonist -2, tim23-1 inh -12, CHOP UPR activ -0.8, GRIN3A LBD mod 5, XBP1 UPR activ -2, NLRP3 yeast inh 8, tim10-1 inh -10 and TIM10 inh -12.
For COc1cccc(CC(=O)Nc2nc(-c3ccc(F)c(F)c3)cs2)c1 the results were Mdm2 MdmX PPI 29, APJ agonist 0, tim23-1 inh 7, CHOP UPR activ -0.1, GRIN3A LBD mod -2, XBP1 UPR activ 9, NLRP3 yeast inh 22, tim10-1 inh 6 and TIM10 inh 0.
`CCCn1c(=O)c(C(=O)NCc2ccncc2)c(O)c2ccccc21` gave Mdm2 MdmX PPI 33, APJ agonist -2, tim23-1 inh 40, CHOP UPR activ -2.0, GRIN3A LBD mod 0, XBP1 UPR activ 0, NLRP3 yeast inh 21, tim10-1 inh 31 and TIM10 inh 39.
Screening CN(C)/C=C1\N=C(c2ccc3c(c2)OCO3)OC1=O returned Mdm2 MdmX PPI 3, APJ agonist 0, tim23-1 inh 30, CHOP UPR activ 5.4, GRIN3A LBD mod -2, XBP1 UPR activ 1, NLRP3 yeast inh 25, tim10-1 inh 20 and TIM10 inh -5.

Sorted by heavy-atom count (low to high): part of the list above
`Cc1n[nH]c(C)c1S(=O)(=O)N1CCC(C(=O)O)CC1` gave Mdm2 MdmX PPI -22, APJ agonist 1, tim23-1 inh 13, CHOP UPR activ 0.5, GRIN3A LBD mod -1, XBP1 UPR activ -1, NLRP3 yeast inh 3, tim10-1 inh 5 and TIM10 inh 9.
Screening CCn1cnc2cc(NCc3ccc(C)cc3)ccc21 returned Mdm2 MdmX PPI -76, APJ agonist -1, tim23-1 inh 6, CHOP UPR activ 4.1, GRIN3A LBD mod -4, XBP1 UPR activ 3, NLRP3 yeast inh -13, tim10-1 inh -18 and TIM10 inh 4.
COc1ccc(C)cc1S(=O)(=O)NCC(c1ccco1)N1CCc2ccccc2C1 (stereo not drawn) was read as Mdm2 MdmX PPI 9, APJ agonist 6, tim23-1 inh 26, CHOP UPR activ 0.8, GRIN3A LBD mod -2, XBP1 UPR activ -3, NLRP3 yeast inh 14, tim10-1 inh 16 and TIM10 inh 19.

Further entries:
O=C(Cc1cccs1)Nc1nnc(SCC(=O)NC2CCCCC2)s1 was read as Mdm2 MdmX PPI -17, APJ agonist 4, tim23-1 inh 9, CHOP UPR activ -1.0, GRIN3A LBD mod -1, XBP1 UPR activ -2, NLRP3 yeast inh 14, tim10-1 inh 14 and TIM10 inh -14.
For Cc1cc(C)c(NC(=O)C(C)OC(=O)c2cc(Br)c(Br)s2)c(C)c1 (stereo not drawn) the results were Mdm2 MdmX PPI 10, APJ agonist -1, tim23-1 inh 2, CHOP UPR activ -2.0, GRIN3A LBD mod 0, XBP1 UPR activ 1, NLRP3 yeast inh -13, tim10-1 inh -2 and TIM10 inh 1.
Cc1noc(C)c1NC(=O)Nc1ccc2c(c1)C(=O)N([C@H](C)CO)C[C@H](C)[C@@H](CN(C)S(C)(=O)=O)O2 was read as Mdm2 MdmX PPI -12, APJ agonist 1, tim23-1 inh 2, CHOP UPR activ 1.0, GRIN3A LBD mod 4, XBP1 UPR activ 3, NLRP3 yeast inh 15, tim10-1 inh 16 and TIM10 inh -10.
Screening O=C(/C=C/c1ccccc1)c1ccc2c(c1)OCCCCO2 returned Mdm2 MdmX PPI -169, APJ agonist -1, tim23-1 inh 5, CHOP UPR activ -1.0, GRIN3A LBD mod 2, XBP1 UPR activ -4, NLRP3 yeast inh 25, tim10-1 inh 34 and TIM10 inh 26.
For COc1ccccc1Nc1cc(C(=O)N2CCc3ccccc3C2)c2ccccc2n1 the results were Mdm2 MdmX PPI 14, APJ agonist -5, tim23-1 inh 13, CHOP UPR activ 0.5, XBP1 UPR activ 2, NLRP3 yeast inh 4, tim10-1 inh 33 and TIM10 inh 22.
Screening N#Cc1ccccc1OCC(=O)NC1CCCCC1 returned Mdm2 MdmX PPI -20, APJ agonist 0, tim23-1 inh 1, CHOP UPR activ 3.2, GRIN3A LBD mod -1, XBP1 UPR activ 0, NLRP3 yeast inh 19, tim10-1 inh -5 and TIM10 inh -1.
CCCCc1nc(N2CCOCC2)c(C#N)c2c1CCCC2 was read as Mdm2 MdmX PPI -29, APJ agonist -6, tim23-1 inh -15, CHOP UPR activ 2.5, GRIN3A LBD mod 2, XBP1 UPR activ -2, NLRP3 yeast inh -10, tim10-1 inh 8 and TIM10 inh 8.
